GPR151 ag: human GPR151 activation | 1% of 650,000 active | Q8TDV0 | PathHunter beta-arrestin GPR151 cells, luminescence | AID 1508602 | activation, % at 11.2 µM; in the data active = activation above about 4.9%;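 note: 0% = median of compound wells and 100% = cells with positive control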
Target sequence (Q8TDV0 whole entry, looked up): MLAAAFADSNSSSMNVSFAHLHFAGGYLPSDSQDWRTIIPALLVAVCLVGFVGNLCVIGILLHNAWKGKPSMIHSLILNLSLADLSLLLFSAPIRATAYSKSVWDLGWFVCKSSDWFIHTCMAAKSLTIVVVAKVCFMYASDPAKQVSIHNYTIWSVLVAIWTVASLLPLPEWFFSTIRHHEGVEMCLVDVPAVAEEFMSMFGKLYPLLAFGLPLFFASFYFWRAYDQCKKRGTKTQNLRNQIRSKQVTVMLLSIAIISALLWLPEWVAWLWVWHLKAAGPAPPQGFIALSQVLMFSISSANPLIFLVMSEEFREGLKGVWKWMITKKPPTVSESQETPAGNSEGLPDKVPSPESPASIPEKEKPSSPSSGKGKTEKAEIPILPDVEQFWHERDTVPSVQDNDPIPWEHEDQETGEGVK
MITF primary: inhibitors of human MITF; 0.91% of 650,000 active; AlphaScreen MITF homodimerization, bead proximity signal; inhibition, % at 2.6 µM; O75030; in the data active = inhibition above about 50%;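 note: 0% = vehicle wells with protein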
FBW7 act: activators of human E3 ligase FBW7 | AlphaScreen FBW7–phospho-cyclin E peptide binding, activator screen | 0.13% of 650,000 active | normalized activity (activation), % at 26.1 µM; in the data active = normalized activity above about 1.9%;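 note: purified mutant Fbw7 with reduced substrate affinity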
Target sequence (Q969H0 whole entry, looked up): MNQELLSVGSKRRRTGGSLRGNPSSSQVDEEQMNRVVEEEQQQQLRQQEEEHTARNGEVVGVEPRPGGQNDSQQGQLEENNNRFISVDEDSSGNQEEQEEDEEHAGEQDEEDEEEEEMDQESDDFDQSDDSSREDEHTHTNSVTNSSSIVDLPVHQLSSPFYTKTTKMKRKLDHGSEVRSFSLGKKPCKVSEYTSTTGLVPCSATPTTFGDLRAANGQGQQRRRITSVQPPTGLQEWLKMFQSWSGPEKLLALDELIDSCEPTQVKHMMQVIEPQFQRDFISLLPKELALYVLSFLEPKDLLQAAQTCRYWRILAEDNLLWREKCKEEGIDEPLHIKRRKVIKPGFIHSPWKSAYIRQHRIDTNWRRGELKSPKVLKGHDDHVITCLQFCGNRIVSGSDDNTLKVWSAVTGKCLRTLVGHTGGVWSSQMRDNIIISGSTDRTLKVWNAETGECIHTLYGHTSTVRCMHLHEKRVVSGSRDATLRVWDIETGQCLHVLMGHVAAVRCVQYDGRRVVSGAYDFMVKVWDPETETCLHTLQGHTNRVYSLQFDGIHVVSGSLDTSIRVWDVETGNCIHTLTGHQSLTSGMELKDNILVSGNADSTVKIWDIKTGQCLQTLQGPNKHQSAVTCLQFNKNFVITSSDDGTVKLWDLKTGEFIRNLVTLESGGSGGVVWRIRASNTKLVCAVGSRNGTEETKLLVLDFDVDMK
TEAD-YAP block: TEAD-YAP interaction inhibition; inhibition, % at 9.12 µM; HEK-TIYL cells, TEAD-Gal4/YAP UAS-luciferase luminescence; 1.4% of 640,000 active; in the data active = inhibition above about 32%;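 note: 0% = median of test compound wells and 100% = reference inhibitor wells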
* = called active by the depositor; nt = not tested or not shown.

No. | Structure | GPR151 ag | MITF primary | FBW7 act | TEAD-YAP block
1 | OC(C#CCN1CCCC1)c1ccccc1 (configuration not stated) | 0.8 | 5.2 | 0.8 | 1.3
2 | Cn1c(O)c(C=NC(CC(=O)O)C(=O)O)c(=O)n(C)c1=O (configuration not stated) | -0.8 | -6.5 | -0.1 | -2.5
3 | Cc1csc(N(C(=O)c2cccs2)c2ccccc2)n1 | 0.3 | -5.2 | 0.1 | -6.8
4 | CCOc1ccccc1-n1c(=S)sc2c(=O)n(-c3ccc(C)cc3)c(SCC(=O)NCc3ccccc3)nc21 | 2.3 | 5.4 | 0.1 | -6.0
5 | Cc1ccc2ccccc2c1CSc1nc2c(c(=O)n(C)c(=O)n2C)n1C | -1.1 | -10.0 | 0.1 | -7.9
6 | Cc1ccc(NS(=O)(=O)c2ccccc2C)cc1 | -0.8 | 9.8 | -0.1 | -13.6
7 | COC(=O)c1ccc(C2C(C#N)=C(N)Oc3n[nH]c(-c4cccc([N+](=O)[O-])c4)c32)cc1 (configuration not stated) | -0.6 | 6.3 | -1.4 | -3.5
8 | O=[N+]([O-])c1ccc2c(c1)ncn2CCCCO | -0.1 | -2.6 | 0.1 | -2.4
9 | CCc1ccc(C2=NC(c3ccc(OC)c(OC)c3)NC(c3cc(Br)ccc3O)C2)cc1 (configuration not stated) | 2.3 | 1.8 | 0.0 | 6.8
10 | N#Cc1c(NC(=O)c2cc(Cl)ccc2[N+](=O)[O-])sc2c1CCC2 | 3.2 | 9.6 | -0.1 | 37.4*
11 | O=C(O)C(Cc1cnc[nH]1)N1C(=O)C2CC=C(Cl)CC2C1=O (configuration not stated) | 0.8 | -4.3 | -0.1 | -8.8
12 | CC(C)Cc1nc(SCCN2CCCC2)c2c(=O)n(C)c(=O)n(C)c2n1 | 0.9 | 3.1 | -0.2 | 0.5
13 | COc1ccc(Cl)cc1NC(=O)CSc1nnc2nc(C)cc(C)n12 | -0.7 | 11.7 | 0.1 | 1.9
14 | CCc1ccc(NC(=O)CCOc2ccccc2)cc1 | 0.4 | 1.3 | 1.2 | -62.2
15 | Cn1c(P(=O)(O)c2ccccc2)nc2ccccc21 | -2.1 | 2.3 | 0.2 | 8.0
16 | CC(=O)Nc1ccccc1NC(=O)COc1cc(C)c(Br)c(C)c1 | -0.3 | -8.5 | -0.1 | 11.4
17 | Cc1ncc(-c2ccncc2)c(C2CCN(C(=O)c3cc(CC(C)C)on3)CC2)n1 | -0.6 | 9.4 | 0.0 | -17.6
18 | Cc1ccc(NC(=O)c2cnn(-c3ccccc3)c2NC(=O)c2cccc(C)c2)cc1 | -0.7 | 5.8 | 0.0 | 11.8
19 | CC(=O)c1ccc(OCc2cc(C(=O)NCC3CCCCO3)no2)cc1 (configuration not stated) | -0.9 | -0.8 | 0.0 | -41.9
20 | CC(=O)OC(C(=O)NCCN1CCOCC1)c1c(F)cccc1F (configuration not stated) | 4.0 | 3.3 | 0.0 | -3.7
21 | CC(C)(C)C1CCc2c(sc(NC(=O)c3ccccc3Cl)c2C(=O)N2CCCC2)C1 (configuration not stated) | 0.3 | -9.4 | -0.1 | -9.8
22 | CNc1nc(C)c(C(=O)OCc2ccccc2)s1 | 1.8 | 0.6 | 0.1 | -41.4
23 | O=C(CS(=O)(=O)Cc1ccccc1)N1CCN(c2cccc(C(F)(F)F)c2)CC1 | -0.2 | 11.1 | 0.9 | 4.0
24 | CCC(C)NC(=O)c1cn(CC(C)C)c(=O)c2c1c1ccccc1n2C (configuration not stated) | -0.9 | 7.7 | 0.0 | 12.2
25 | CCOC(=O)Nc1ccc(-c2cnc3ccc4ccncc4c3c2)cc1 | 0.2 | 4.9 | -0.1 | 1.4
26 | CCc1ccc(NC(=O)C(=O)NCC(O)c2ccccc2)cc1 (configuration not stated) | -0.7 | -12.8 | 0.0 | -2.5
27 | COc1ccc(C2NC(=O)c3c(sc4c3CCCC4)N2)cc1OC (configuration not stated) | 2.0 | 9.2 | 0.0 | -10.3
28 | C/C(N)=C(/C#N)C(=O)COC(=O)c1sc2ccccc2c1Cl | 1.0 | 7.5 | 0.7 | 5.4
29 | CCOC(=O)Nc1c(C(=O)OC)[nH]c2ccc(C)cc12 | -1.5 | 16.3 | 1.2 | -2.7
30 | CCOC(=O)C1=CC2(SC=C(C(=O)OCC)S2)C2=C(S1)C(C)(C)N(C(=O)Cc1ccccc1)c1ccc(C)cc12 (configuration not stated) | -1.1 | 3.3 | 0.0 | 10.2
31 | COc1cccc(OC)c1C(=O)Oc1ccc(Br)cc1 | 0.2 | -6.7 | 0.0 | 5.1
32 | Cc1ccnc(-n2c(C)cc(/C=C3\NC(=O)N(Cc4ccc(Cl)cc4)C3=O)c2C)c1 | 1.1 | 11.5 | -0.1 | -1.5
33 | COc1cccc(C(c2c(-c3ccccc3)n(O)c3ccccc23)N2CCOCC2)c1 (configuration not stated) | -1.2 | 1.3 | 0.0 | 1.2
34 | Fc1cccc(CN2CCN(Cc3cccnc3)CC2)c1 | 1.3 | 84.7* | 0.1 | -1.0
35 | CC(C)(C)c1cc(C(=O)NN)n[nH]1 | -0.1 | 4.7 | -0.1 | -1.5
36 | COc1cc(Nc2nc(Nc3ccc(C(F)(F)F)cc3)nc3c2ncn3C(C)C)cc(OC)c1OC | 0.8 | -3.5 | -0.1 | -3.1
37 | Cc1ccc2nc(NC(=O)CSc3nnc(Cc4cccn4C)n3C)sc2c1 | -5.7 | 20.4 | 0.3 | -34.2
38 | COc1cc(C(=O)Nc2cc(-c3nc4ncccc4o3)ccc2C)ccc1OCc1ccc(Cl)cc1 | 0.9 | 9.5 | 0.3 | -7.4
39 | Cc1ccc2[nH]c(=O)c(C3=NN(C(=O)CCC(=O)O)C(c4ccccc4)C3)c(-c3ccccc3)c2c1 (configuration not stated) | -0.7 | 10.1 | 1.0 | -17.3
40 | CC1(C)C(=O)OC(c2ccco2)C2(CCCCC2)C1=O (configuration not stated) | 3.8 | -2.5 | -0.1 | -3.7
41 | CCOc1cc(CN2CCCC2)ccc1OC | -1.1 | 24.8 | -0.1 | 20.3
42 | CC(=O)Nc1ccc(NC(=O)CSC2=C(C#N)C(c3ccco3)C3=C(CCCC3=O)N2)cc1 (configuration not stated) | -0.5 | -10.5 | -0.1 | 3.1
43 | O=[N+]([O-])c1cc(NCc2ccccc2O)ccc1F | 0.3 | 1.3 | -0.1 | -14.6
44 | COC(=O)NNC(=O)COc1ccccc1C | 1.7 | 19.4 | 0.0 | 9.7
45 | CCc1c(C)nc(SCC(=O)N2CCC(Cc3ccccc3)CC2)[nH]c1=O | -0.5 | 3.4 | -0.1 | 4.0
46 | CCCOC(=O)C1=C(C)NC2=C(C(=O)CC(C)(C)C2)C1c1ccc(OC)c(Br)c1 (configuration not stated) | 0.3 | -3.5 | 0.2 | 3.1
47 | O=c1[nH]c(Cc2ccccc2)nc2c1oc1ccccc12 | 0.5 | -10.1 | 0.0 | -4.6
48 | O=[N+]([O-])c1ccc(-c2csc(Nc3ccccc3)[n+]2CCO)cc1 | 0.4 | 7.8 | -0.4 | 4.8
49 | CC(=O)c1ccc(-c2nnc(CCC(=O)N(C)Cc3nc4ccccc4[nH]3)o2)s1 | 1.4 | 1.5 | 0.1 | -0.8
50 | Nc1ccccc1S(N)(=O)=O | 0.6 | 1.9 | 0.7 | nt

Remaining list, next part.
No. | Structure | GPR151 ag | MITF primary | FBW7 act | TEAD-YAP block
51 | COCC1=C(C(=O)OC)C(c2cc(Br)ccc2OC)n2nnnc2N1 (configuration not stated) | 0.2 | 6.7 | 0.2 | 11.1
52 | Cn1c(Nc2ncc(C(=O)Nc3ccccc3)s2)nc2ccccc21 | -3.9 | 8.6 | -0.1 | -18.7
53 | Cc1ccccc1N(CC(=O)Nc1cccc(Cl)c1)S(C)(=O)=O | 0.8 | -0.8 | 0.0 | -1.2
54 | CCN(CC)CCNC(=O)c1cc2c(s1)-c1ccccc1SC2 | 1.3 | 9.2 | 0.0 | -9.7
55 | C=CCNc1nc(Nc2ccc([N+](=O)[O-])cc2)nc(N2CCCC2)n1 | -0.3 | -1.3 | 0.0 | 3.0
56 | COc1cc2nc(CN3CCn4cccc4C3C)nc(N3CCCC3)c2cc1OC (configuration not stated) | 0.2 | 6.7 | -0.2 | -6.5
57 | Cc1noc(/C=C/c2cccs2)c1S(=O)(=O)N1CCC(C(=O)N2CCCCC2)CC1 | -0.5 | -10.6 | 0.1 | 4.7
58 | Cc1ccc(CN[C@H]2C[C@H]3C(=O)N[C@H](C)C(=O)N3C2)cc1 | -0.5 | 8.1 | 0.1 | -7.9
59 | COc1ccc(C2C(C(=O)NC3CCCCCC3)c3ccccc3C(=O)N2c2ccc(OC)cc2)cc1 (configuration not stated) | 1.0 | -2.3 | -0.1 | -5.7
60 | O=C(CSc1ncnc2sc3c(c12)CCCC3)NC12CC3CC(CC(C3)C1)C2 | 4.0 | 1.4 | -0.1 | -12.1
61 | CCC(=O)Nc1cccc(NC(=O)CSc2nc(CC)nc3ccccc23)c1 | -0.2 | -3.0 | 0.1 | -18.2
62 | CSc1nc2ccc(N)cc2s1 | -0.1 | -7.0 | -0.2 | -14.5
63 | O=C(CN1C(=O)C2(SCC(=O)N2c2ccc(F)c(F)c2)c2ccccc21)Nc1ccccc1 (configuration not stated) | 0.4 | -15.2 | -0.3 | -5.8
64 | CC(=O)NCc1cn(Cc2ccccc2)c2ccccc12 | -0.5 | 6.7 | 0.5 | -0.6
65 | CC(=O)c1cccc(NC(=O)C(C)N2C(=O)c3ccccc3C2=O)c1 (configuration not stated) | -0.5 | -9.0 | -0.1 | -12.3
66 | O=C(Nc1nnc(SCc2ccc(F)cc2)s1)C1CC(=O)N(Cc2ccccc2)C1 (configuration not stated) | -1.4 | 8.2 | 0.2 | -13.2
67 | CS(=O)(=O)N(CC(=O)NCCC1=CCCCC1)c1ccc2c(c1)OCO2 | -0.8 | -6.8 | -0.1 | 0.6
68 | O=C(/C=C/c1ccc2c(c1)OCO2)c1ccc2c(c1)OCCO2 | 1.6 | 3.0 | -0.2 | -12.7
69 | COc1ccc(N2C(=O)CSC2c2cccc(OC)c2OC)cc1Cl (configuration not stated) | -0.3 | -9.5 | -0.3 | -5.6
70 | CN1c2ncccc2C(=O)NC12CCN(C(=O)CCn1cnc3ccccc31)CC2 | -0.3 | 5.2 | -0.2 | 3.1
71 | Cc1nc2cc(NC(=O)c3ccc(N4C(=O)CCC4=O)cc3)ccc2s1 | 0.6 | 7.5 | 0.1 | 13.1
72 | CC(Sc1nc(-c2ccco2)nc2c1c(=O)n(C)c(=O)n2C)C(=O)O (configuration not stated) | 9.6* | 9.9 | -0.1 | 5.9
73 | COc1cccc(OC)c1OCCCOc1ccccc1F | -1.0 | -3.6 | 0.5 | -41.2
74 | Cc1ncc(CN2CCCC(CCC(=O)NCc3ccc(F)c(F)c3)C2)s1 (configuration not stated) | -0.9 | -12.9 | -0.1 | 4.5
75 | COC(=O)c1cc(OC)c(OC)cc1NC(=O)c1cc(Cl)ccc1Cl | 6.3* | -2.5 | -0.1 | -8.2
76 | CCCNc1ncnc2c1nc(-c1ccc(OC)cc1)n2C(C)C | 0.6 | 26.1 | 0.3 | -20.3
77 | COc1ccc(NC(=O)Cn2cnc3c(cnn3-c3ccc(C)c(C)c3)c2=O)cc1 | -0.6 | 19.0 | 0.3 | 6.9
78 | Cc1oc2c(C)c(O)ccc2c(=O)c1-c1cnn(-c2ccccc2)c1 | -2.0 | 8.4 | 1.0 | -2.2
79 | CCOC(=O)C1=C(C)N=c2s/c(=C/c3cccc(Cl)c3Cl)c(=O)n2C1c1cccs1 (configuration not stated) | 1.0 | 0.4 | -0.2 | 7.2
80 | CCCCOc1ccc(C(=O)Nn2c(-c3cccc(Cl)c3)nc3ccccc3c2=O)cc1 | -0.6 | 5.6 | 0.1 | 4.0
81 | COC(=O)c1cccc(NC(=O)c2cccnc2)c1 | 1.5 | 5.9 | -0.1 | 17.2
82 | CCCCc1ccc(C(=O)N/C(=C\c2ccc(F)cc2)C(=O)Nc2ccc([N+](=O)[O-])cc2)cc1 | -1.0 | 6.1 | 0.1 | -3.3
83 | COc1cccc(/C=C2\N=C(c3ccc(Cl)cc3)OC2=O)c1 | 1.5 | 3.6 | 0.1 | 14.4
84 | CC(=O)Nc1nc(-c2ccc3c(c2)CCN3C(=O)C2CC2)c(C)s1 | 0.9 | 2.7 | 0.1 | 75.1*
85 | Cc1ccc(NC(=O)C2CC(=O)n3cnnc3N2)cc1Cl (configuration not stated) | 0.7 | -8.1 | 0.1 | 1.1
86 | NC(=O)NC(CC(=O)O)c1cccc(Br)c1 (configuration not stated) | -3.1 | 5.0 | -0.1 | -7.7
87 | COCCNc1nc(SCC(=O)c2ccc(O)c(O)c2)nc2ccccc12 | 0.4 | 28.6 | -0.2 | 5.4
88 | Cc1nc2cc(F)ccc2n1C1CCN(CC(N)=O)CC1 | 1.1 | 11.0 | 0.8 | 5.8
89 | Cc1ccc(S(=O)(=O)N(C)c2c(C)ccc(S(N)(=O)=O)c2C)cc1 | 1.3 | -14.0 | -0.1 | 6.5
90 | C/C(=C\c1ccco1)C1C(C#N)=C(N)Oc2n[nH]c(-c3ccc(C)cc3)c21 (configuration not stated) | 1.8 | 1.4 | -0.2 | -7.7
91 | COc1ccc(CCNC(=O)c2cc(-c3ccccc3Cl)nc3ccccc23)cc1OC | 0.3 | 3.1 | 0.2 | 2.6
92 | CCN(CC)CCOC(=O)c1ccc(N=CC2=C(O)CC(C)(C)CC2=O)cc1 | 1.3 | -6.8 | -0.2 | -2.3
93 | O=C1NC(c2ccncc2)C(C(=O)c2cccs2)C(O)(C(F)(F)F)N1 (configuration not stated) | -0.8 | -6.0 | 0.0 | 4.2

Bioassay records: PubChem, The Scripps Research Institute Molecular Screening Center

An unsorted share of the library; 3.4% or so of the library scored in one or more.
